# Measles CPE – protection of cells from measles virus; Measles virus-infected cells, CPE protection, absorbance; protection (pct of control), % at 4 µM; 140,000 tested, 1.5% active; AID 841; in the data active = protection mostly above about 24%, no sharp cut-off; inactive = mostly below about 26%; note: some compounds called inactive have numbers as strong as hits
# GALR2 blocker – GALR2 (human) receptor antagonism; O43603; GALR2-expressing cells, antagonist mode; inhibition, % at 4 µM; 140,000 tested, 0.39% active; in the data active = inhibition above about 27%;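 note: cells stimulated with galanin 1-16 at roughly its EC80; 0% = agonist challenge control and 100% = basal control without agonist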
# Target sequence (O43603 whole entry, looked up): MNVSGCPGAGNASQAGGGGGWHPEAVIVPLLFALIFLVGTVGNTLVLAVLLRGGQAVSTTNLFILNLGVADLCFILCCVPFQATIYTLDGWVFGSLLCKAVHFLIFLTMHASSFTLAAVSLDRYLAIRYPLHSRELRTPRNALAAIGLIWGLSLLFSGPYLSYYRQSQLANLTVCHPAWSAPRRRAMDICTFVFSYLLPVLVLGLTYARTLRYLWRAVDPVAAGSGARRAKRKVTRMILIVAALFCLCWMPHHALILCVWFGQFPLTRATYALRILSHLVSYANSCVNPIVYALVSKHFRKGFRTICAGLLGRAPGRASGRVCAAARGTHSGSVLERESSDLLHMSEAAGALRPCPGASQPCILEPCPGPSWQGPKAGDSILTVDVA
# Yeast growth inh – chemicals that inhibit yeast BB579 growth in restrictive medium (lifespan-shortening candidates); inhibition, % at 10 µM; S. cerevisiae BB579 growth, OD615, 48 h; AID 804; 140,000 tested, 0.51% active;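 active = inhibition above a set limit, 3 SD over the mean compound inhibition, cut at about 44% in these data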; note: inactives centre near -24
#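 test system = yeast BB579 (DeaD) | buffer or medium = restrictive CSMM-D medium | doses = single compound dose of 10 µM, 0.25% DMSO final | times = 4 h preincubation and 48 h exposure at 30 °C | technique = culture absorbance at 615 nm | benchmarks = amphotericin B 10 µg/mL, positive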
# MRP1 act – activates MRP-1 | H69AR cells + doxorubicin, viability rescue, CellTiter-Glo | viability increase, % at 10 µM | 140,000 tested, 0.61% active | AID 799;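 active = viability gain under doxorubicin at or above a set limit, the compound median plus 3 SD, cut at about 4.7% in these data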;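 note: MRP-1 overexpressing cells given doxorubicin 25 µM after compound pretreatment; 18-22 h compound pretreatment then 72 h with doxorubicin before readout; 0% = doxorubicin-only wells and 100% = vehicle-treated cells without doxorubicin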
# Yeast life ext – extends the lifespan of yeast; S. cerevisiae growth with nicotinamide, OD615; deaD strain in restrictive glucose medium; inhibition of the nicotinamide effect, % at 10 µM; 130,000 tested, 0.68% active;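 active = inhibition above a set limit, placed 3 SD over the median of all compounds, cut at about 26% in these data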;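 note: 0% = nicotinamide-treated wells and 100% = cells grown without nicotinamide; some compounds called inactive have numbers as strong as hits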
#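 assay system = DeaD-strain S. cerevisiae | measured by = absorbance at 615 nm | probe or stimulus = nicotinamide 1.5 mM | buffer or medium = CSMM-D glucose medium, restrictive | times = 48 h at 30 °C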
# NPY-Y2 antag – antagonists of human neuropeptide Y receptor Y2 | P49146 | NPY-Y2 expressing cells, antagonist mode | inhibition, % at 2.7 µM | 140,000 tested, 0.99% active; in the data active = inhibition above about 17%;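 note: 0% = vehicle with agonist challenge and 100% = reference antagonist with challenge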
# Target sequence (P49146 whole entry, looked up): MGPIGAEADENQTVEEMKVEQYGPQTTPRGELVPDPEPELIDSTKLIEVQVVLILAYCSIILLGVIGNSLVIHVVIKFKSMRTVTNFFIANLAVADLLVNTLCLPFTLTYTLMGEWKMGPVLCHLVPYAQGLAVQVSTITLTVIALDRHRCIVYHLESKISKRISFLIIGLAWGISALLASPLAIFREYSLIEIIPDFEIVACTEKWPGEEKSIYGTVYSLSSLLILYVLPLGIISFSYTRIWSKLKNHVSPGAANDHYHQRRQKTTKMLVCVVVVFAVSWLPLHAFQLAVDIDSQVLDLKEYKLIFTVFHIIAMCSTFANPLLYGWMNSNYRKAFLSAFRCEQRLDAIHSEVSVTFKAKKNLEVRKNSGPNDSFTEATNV
# E-sel TNF inh – TNF alpha driven E-selectin expression inhibition; inhibition, % at 2 µM; HUVEC TNFa-induced E-selectin immunofluorescence, high content; 120,000 tested, 0.71% active;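 active = inhibition above the batch mean plus 3 SD, and confirmed as a hit on visual image review, cut at about 43% in these data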;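 note: 0% = TNF-stimulated DMSO wells and 100% = unstimulated control wells; not every result past the cut was called active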
# PTEN del growth – growth suppressors of cells with PTEN tumor suppressor deletion; HCT116 PTEN-null viability, CellTiter-Glo, 60 h; hits give low values; viability, % at 10 µM; 140,000 tested, 1.2% active;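 active = viability at or below a set limit, 4 SD under the median of all tested compounds, cut at about 3.7% in these data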;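 note: PTEN knockout HCT116 line with beta catenin targeted HCT116 as companion control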
# bCat KO growth – beta-catenin-lacking colon tumor cell growth suppression; HCT116 beta-catenin knockout viability, CellTiter-Glo, 60 h; hits give low values; viability, % at 10 µM; 140,000 tested, 1.5% active; AID 818;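 active = viability at or under a set limit, the compound median less 4 SD, cut at about 6% in these data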;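 note: 0% = Hyamine 1622 control at 20 µM and 100% = untreated cell control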
# Phagocytosis inh – macrophage phagocytosis inhibition; AID 1029; 110,000 tested, 0.07% active; J774A.1 macrophage IgG-bead phagocytosis, imaging; inhibition, % at 5 µM;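 active = inhibition above the mean of the plate negative controls plus 5 SD, cut at about 13% in these data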;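 note: phagocytic index as fraction of beads internalized from green versus red external bead signal; plate controls were DMSO negative control for no effect and cytochalasin-D positive control for full effect; some results beyond the cut were filed as inactive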
# Starred values were filed as active, the others as inactive; nt = no result given; & = joins results of further samples.
smiles	Measles CPE	GALR2 blocker	Yeast growth inh	MRP1 act	Yeast life ext	NPY-Y2 antag	E-sel TNF inh	PTEN del growth	bCat KO growth	Phagocytosis inh
COC(=O)Nc1sc2c(c1C(=O)NCc1ccco1)CCCC2	10	6	-17	-3.7	-8	1	1	92	86	0
O=S(Cc1ccc(Cl)cc1)CC(O)(c1ccccc1)c1ccccc1 (centres undefined)	8	-9	18	-4.7	-5	3	-20	16	12	-1
CCN(CC)CCNC(=O)c1ccc(Cl)c(S(=O)(=O)Nc2ccccc2OC)c1	4	0	5	-1.7	-24	4	-11	94	90	-2
O=C1CCCc2c1cc(C(=O)NCCCN1CCOCC1)c(=O)n2-c1ccc(Cl)cc1	5	-1	-9	-0.5	4	2	nt	98	92	0
CCCOC(=O)CSC1=C(C#N)C(c2ccccc2OCC)C(C#N)C(=O)N1 (centres undefined)	26	-4	-26	4.2	21	4	7	111	110	-1
Cc1c(Cl)cccc1NC(=O)CNc1cccc(S(=O)(=O)N(C)C)c1	21	6	-30	-3.4	4	1	22	83	87	-7
COc1ccc(CNC(=O)C(=O)NCC2OCCN2S(=O)(=O)c2cccs2)cc1 (centres undefined)	10	6	-32	-0.1	2	3	-7	92	100	nt
Cc1cccc2sc(NNC(=O)C3COc4ccccc4O3)nc12 (centres undefined)	15	9	7	-3.0	-1	5	-2	0.5*	1.2*	nt
O=C(CSc1ncc(-c2ccccc2)nn1)NCc1ccco1	4	2	8	-1.6	-10	2	nt	55	57	-2
COc1ccc(C2CC(c3ccccc3)=NN2C(=O)COC(=O)c2ccc(Cl)nc2)cc1 (centres undefined)	9	-5	-38	2.5	-2	5	4	69	77	-9
CCC1(CC)NC(=O)NC1=O	19	-11	-40	-0.8	-7	0	-13	104	102	nt
COC(=O)[C@H](C)NC(=O)Nc1ccc(OC)cc1OC	5	3	-64	0.7	-8	0	nt	94	98	0

# Reprinted from the part before: two entries, followed by the next part.
smiles	Measles CPE	GALR2 blocker	Yeast growth inh	MRP1 act	Yeast life ext	NPY-Y2 antag	E-sel TNF inh	PTEN del growth	bCat KO growth	Phagocytosis inh
CCC1(CC)NC(=O)NC1=O	19	-11	-40	-0.8	-7	0	-13	104	102	nt
COC(=O)[C@H](C)NC(=O)Nc1ccc(OC)cc1OC	5	3	-64	0.7	-8	0	nt	94	98	0
CN1CCN(C(=O)CC23CC4CC(CC(C4)C2)C3)CC1	5	-6	-25	-1.6	-1	6	-14	96	94	1
Cc1cccc(Cn2cnc3c(nnn3Cc3ccc(F)cc3)c2=O)c1	7	-18	-37	2.4	10	11	nt	73	73	nt
CCOC(=O)c1[nH]c(C)c(C(=O)NC(C)CC)c1C (centres undefined)	10	5	5	1.2	-2	3	1	93	86	0
CCOC(=O)Cn1cnc2c(nnn2Cc2ccc(Cl)cc2)c1=O	8	-5	-18	1.1	-6	0	0	97	97	-1
COc1ccc(S(=O)(=O)N2c3ccccc3OCC2c2ccccc2)cc1 (centres undefined)	23	4	-20	-3.6	-15	7	nt	17	14	0
Nc1ccc(/C=C/C(=O)c2ccco2)cc1	14	-4	-11	-4.4	-8	1	-2	69	69	-1
CCOC(=O)c1c(C)[nH]c(C(=O)COC(=O)C(C)Oc2ccc(Cl)cc2Cl)c1C (centres undefined)	4	-1	-48	-1.9	4	9	0	89	90	nt
Brc1ccc(CSc2nnc(-c3cnccn3)n2Cc2ccco2)cc1	6	-4	-27	-1.7	1	11	-4	74	84	0
N#Cc1c(C(F)(F)F)cc(-c2ccccc2)nc1SCC(=O)N1CCOCC1	-1	-4	-18	-2.8	-16	4	16	89	92	1
CCC(=O)Nc1sccc1C(=O)OC	3	3	8	-2.9	-26	5	nt	108	102	-3
Nc1nc(NCC2CCCO2)nc(NCC2CCCO2)c1[N+](=O)[O-] (centres undefined)	5	-2	0	-1.8	-2	5	nt	91	99	-12
CC(Oc1ccc(-c2ccccc2)cc1)C(=O)N1CCOCC1 (centres undefined)	10	2	-4	-2.3	-11	0	5	92	99	-2

# Part of the list above in order of molecular weight, rising:
smiles	Measles CPE	GALR2 blocker	Yeast growth inh	MRP1 act	Yeast life ext	NPY-Y2 antag	E-sel TNF inh	PTEN del growth	bCat KO growth	Phagocytosis inh
Nc1ccc(/C=C/C(=O)c2ccco2)cc1	14	-4	-11	-4.4	-8	1	-2	69	69	-1
CC(Oc1ccc(-c2ccccc2)cc1)C(=O)N1CCOCC1 (centres undefined)	10	2	-4	-2.3	-11	0	5	92	99	-2
CCOC(=O)Cn1cnc2c(nnn2Cc2ccc(Cl)cc2)c1=O	8	-5	-18	1.1	-6	0	0	97	97	-1
Cc1cccc(Cn2cnc3c(nnn3Cc3ccc(F)cc3)c2=O)c1	7	-18	-37	2.4	10	11	nt	73	73	nt

# Carrying on:
# Screens in order: Measles CPE, GALR2 blocker, Yeast growth inh, MRP1 act, Yeast life ext, NPY-Y2 antag, E-sel TNF inh, PTEN del growth, bCat KO growth, Phagocytosis inh
- CCN(C(=O)CSc1nc(-c2ccccc2)c(-c2ccccc2)[nH]1)C1CCS(=O)(=O)C1 (centres undefined)
  22, -3, 18, 0.6, -13, 2, -12, 90&95, 85, 1
- CCc1ccc(NC(=O)CN(c2cccc(C)c2)S(C)(=O)=O)cc1
  3, -10, -2, -0.7, -14, 4, nt, 73, 71, -2
- COC(=O)c1[nH]c2cccc(C)c2c1NC(=O)CN1CCN(C(=O)c2ccco2)CC1
  21, -19, -18, -0.6, -16, -1, 0, 86, 90, -1
- Cc1ccc(OCC(=O)Nc2ccc(N(C)C)cc2)cc1
  24, -2, -16, -1.6, -10, 4, 12, 94, 100, -1
- COc1ccc(/C=C/C(=O)NCCc2ccc(S(N)(=O)=O)cc2)cc1
  56*, 4, -18, -2.8, 0, 3, -9, 87, 88, -4
- COc1ccc(-n2c(SCC(=O)NNC(=O)c3ccc(C)cc3)nnc2-c2ccncc2)cc1
  21, 8, 2, 0.6, 2, 2, nt, 106, 93, -7
- Cc1ccc(-c2noc(CSc3nnc(CCc4ccccc4)n3-c3ccccc3)n2)cc1
  2, -9, -25, -6.5, 8, 15, -2, 63, 74, -2
- O=C(NC1CCCCCC1)C1c2ccccc2C(=O)N1C1CC1 (centres undefined)
  5, 8, 6, -1.8, -3, 6, -7, 96, 94, 2
- O=C(Nn1c(=O)[nH]c2ccccc2c1=O)c1ccco1
  5, -1, -52, -1.4, -4, 0, nt, 108, 91, -1
- CC(C)[C@H](NC(=O)Nc1ccc(S(N)(=O)=O)cc1)C(=O)O
  2, 2, -24, -1.1, -1, -1, 6, 90, 92, nt
- N/C(=N\OC(=O)c1ccc2ccccc2c1)c1cccc([N+](=O)[O-])c1
  9, -5, -21, -5.9, -1, 7, 17, 5, 6, -7
- CC(/C=C/c1ccc2c(c1)OCO2)=N/NC(=O)C1COc2ccccc2O1 (centres undefined)
  5, 13, -19, -1.7, 3, 6, nt, 81, 87, -2
- CCn1c(Cc2ccc(OC)cc2)nnc1SCC(=O)N1CCN(c2ccccc2)CC1
  13, -8, -47, -1.2, -9, 2, nt, 64, 56, 0
- O=C(CSc1nnc(Nc2ccccc2)s1)Nc1cccc(S(=O)(=O)N2CCCCC2)c1
  7, -12, -12, 0.7, 2, 0, nt, 87, 85, 4
- CN=C(c1ccccc1)c1c(C)cccc1C
  12, -8, -5, -0.4, 1, 2, 7, 97, 91, -1

# (further entries)
# Screens in order: Measles CPE, GALR2 blocker, Yeast growth inh, MRP1 act, Yeast life ext, NPY-Y2 antag, E-sel TNF inh, PTEN del growth, bCat KO growth, Phagocytosis inh
- O=C(O)c1ccc(N2CCCCC2)cc1
  15, 17, 1, -0.7, -5, 7, -3, 96, 94, -2
- Cc1c(C(=O)NCC2COc3ccccc3O2)oc2ccc(S(=O)(=O)N3CC(C)CC(C)C3)cc12 (centres undefined)
  24, 2, -1, -2.0, -7, 0, 8, 57, 68, -1
- CC(C)(C)NC(=O)C(c1ccsc1)N(CCc1ccccc1)C(=O)Cn1nnc2ccccc21 (centres undefined)
  10, -3, -29, -1.9, -5, 2, 3, 90, 85, nt
- c1ccc(-c2cn3nc(-c4ccccc4)cnc3n2)cc1
  4, 6, -28, 0.9, 0, 2, 24, 100, 98, -2
- O=C(Nc1ccc(CN2CCOCC2)cc1)c1cc2ccccn2n1
  4, -11, 14, -0.2, -8, 2, nt, 76, 65, 1
- COc1ccc(CNC(=O)c2cccnc2Sc2ccc(Cl)cc2)cc1
  13, -5, -11, 1.3, -16, 5, -14, 101, 94, 0
- COC(=O)CNC(=O)CN1c2cccc3cccc(c23)S1(=O)=O
  23, -5, -48, 0.6, -8, 3, 11, 92, 101, 8
- Cc1ccc(Oc2cc(N3CCOCC3)nc(-c3ccccc3)n2)cc1
  5, -20, 6, -2.2, -6, 0, -18, 108, 93, nt
- Cc1nnc(SCC(=O)Nc2ccc(N3CCOCC3)cc2)o1
  5, -3, -13, 2.4, -12, 2, 3, 94, 113, 0
- CCOc1ccc(Cl)cc1S(=O)(=O)n1nnc2ccccc21
  6, 18, -32, -2.8, -19, 4, 5, 86, 118, 5
- C=CCn1c(N)c(C(=O)NCc2cccnc2)sc1=S
  4, -7, -13, -0.7, -12, 2, -1, 76, 95, 0
- COC(=O)CSc1nnc(-c2sc3ccccc3c2Cl)o1
  20, -11, 0, -1.3, -5, 10, 8, 102, 103, 0
- CNc1nc(Oc2ccccc2C(=O)OC)nc(SC)n1
  7, 3, -1, -2.8, -7, 3, -14, 92, 98, 1
- COc1ccc(C(=O)NC(CC(C)C)C(=O)O)cc1OC (centres undefined)
  38, 9, -27, -3.6, -6, 6, -1, 92, 92, -1
- COCCCNC(=O)c1ccc(-n2nc(C(F)(F)F)cc2-c2cccs2)cc1
  4, 20, -15, -2.2, -25, 4, -6, 62, 69, nt

# More records
# Screens in order: Measles CPE, GALR2 blocker, Yeast growth inh, MRP1 act, Yeast life ext, NPY-Y2 antag, E-sel TNF inh, PTEN del growth, bCat KO growth, Phagocytosis inh
- COc1ccccc1C(=O)N1CCN(c2ccccn2)CC1
  13, 5, -43, -1.7, -9, 2, 8, 98, 102, nt
- CCOC(=O)c1ccc(NC(=O)c2ccc(CN3CCOCC3)cc2)cc1
  5, -4, -28, -1.9, -28, 2, -14, 23, 17, 0
- Cc1cccc(OP(=O)(Nc2c(C)n(C)n(-c3ccccc3)c2=O)Oc2cccc(C)c2)c1
  13, -1, -1, -4.5, 0, 10, nt, 92, 95, -12
- COCCCn1c(Cc2csc(Nc3ccc(F)cc3)n2)nnc1SCC(N)=O
  14, -2, -7, 0.8, -5, 2, -5, 92, 97, 0
- CCNC(=O)CN1C(=O)NC(CCc2ccccc2)C1=O (centres undefined)
  8, 19, -35, 1.2, -1, 1, 3, 105, 101, -2

# Screens from PubChem BioAssay.
